ERK EGF inh: qHTS Assay for Inhibitors of the ERK Signaling Pathway using a Homogeneous Screening Assay; Stimulation with EGF | 0.41% of 130,000 active | Potency, µM (series often up to 11.5 µM), without a hit: at the top dose activity change, negative = inhibition, most hits filed as inhibitors | AID 1454, 2008 | HEK293-V1b, EGF-stimulated phospho-ERK AlphaScreen; active = well fitted inhibition curve with a large enough effect; inconclusive = small, poorly fitted or top-dose-only effect, or effect the other way;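 note: plate controls were stimulated vehicle wells for no effect and unstimulated vehicle basal for full effect; nearly all actives have a fitted effect of over 55% in size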
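Compounds are titrated over HEK293-V1b cells kept overnight in 1% FBS. After 30 min at 37C, EGF (25 nM final) triggers ERK phosphorylation for 5 min, measured by AlphaScreen in lysates.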
Numbers without * were called inactive; ? = inconclusive; [ ] = another dose, or the depositor's remark. Potency is the fitted concentration of half-maximal effect. These rows are one share of the data; count on the stated rates, not on these rows.

No.	structure	ERK EGF inh
1	CC(C)C[C@H](NC(=O)[C@@H]1O[C@H]1C(=O)O)C(=O)NCCCCN=C(N)N	2%
2	CCOC(=O)CSc1nc(N)nc(C)c1Cl	3%
3	COc1ccc(/C(O)=C2\C(=O)C(=O)N(CCN(C)C)C2c2cccc(OC)c2OC)cc1 (configuration not stated)	2%
4	COc1ccccc1C1=NOC(C)(c2sc(-c3ccc(Cl)cc3)nc2C)C1 (configuration not stated)	-4%[57.5 µM]
5	Cc1ccc(SCC(=O)Nc2ccc(N3CCOCC3)cc2)c(C)c1	3%
6	Cn1cc([N+](=O)[O-])c(C(=O)N(Cc2ccccc2)Cc2ccccc2)n1	-4%
7	O=C(O)COc1ccc(/C=C/c2ccc3cccc([N+](=O)[O-])c3n2)cc1	13%
8	CCn1c(SCC(=O)Nc2cccc(F)c2)nc2c(c1=O)SC(C)C2 (configuration not stated)	0%
9	CCOC(=O)N1CCC(N2CCCC(CO)(Cc3cccc(OC)c3)C2)CC1 (configuration not stated)	1%
10	COc1cc(-c2cc(-c3ccc(F)cc3)nc(N)c2C#N)ccc1O	-5%
11	COc1cc(/C=C/C(=O)OCC(=O)Nc2ccc3c(c2)OCCO3)ccc1OCC#N	6%
12	Cc1ccc(C2/C(=C(\O)c3cnn(-c4ccccc4)c3C)C(=O)C(=O)N2CCN(C)C)o1 (configuration not stated)	6%[57.5 µM]
13	COc1cc([C@@H]2c3cc4c(cc3[C@@H](O[C@@H]3O[C@H]5CO[C@@H](C)O[C@@H]5[C@@H](O)[C@H]3O)[C@@H]3COC(=O)[C@@H]23)OCO4)cc(OC)c1O	-3%
14	COc1ccc(CCNC(=O)c2cc(-c3ccco3)on2)cc1OC	-8%
15	COc1ccc(CN(C2CCCCC2C)S(=O)(=O)c2ccc(S(=O)(=O)N(C)C)cc2)cc1OC (configuration not stated)	1%
16	C=CCn1c(C)cc(C(=O)CSc2nnc(NCc3ccccc3)s2)c1C	?
17	CC(C)OC(=O)c1cc2c(OC[C@@H](O)CNC(C)(C)C)cccc2[nH]1	-8%
18	CCCCCc1ccc(-c2ccc(OCC)cc2)nc1	-1%
19	CN(CC(=O)N1CCCCCC1)S(=O)(=O)c1ccc(F)cc1	2%
20	CCCCCCN(C(=O)CCCCCN1C(=O)NC(c2ccc(-c3ccccc3)cc2)C(C(=O)OCc2ccccc2)=C1C)C(C(=O)NCCCC)c1ccccc1 (configuration not stated)	-4%[57.5 µM]
21	CCOC(=O)c1c(C)noc1CP(=O)(c1ccccc1)c1ccccc1	-1%
22	O=C(NC(=S)N(CCO)Cc1ccccc1)c1cc(Br)ccc1Cl	-3%
23	O=C(Nc1cccc([N+](=O)[O-])c1)C1CC(=O)N(Cc2ccccc2)C1 (configuration not stated)	-10%[57.5 µM]
24	Cc1cccc(N=C2NC(=O)c3cc([N+](=O)[O-])ccc32)c1	-2%
25	Cc1cc(C(C#N)c2ccccc2F)n2ncnc2n1 (configuration not stated)	0%
26	COc1ccc(NS(=O)(=O)c2cccc(NC(=O)c3ccccn3)c2)cc1	-10%[57.5 µM]
27	Cc1cc(C(=O)CSc2nncn2C)c(C)n1-c1ccccc1	4%
28	COc1cccc(N2CC(C(=O)Nc3nnc(SCC(=O)Nc4cc(C)on4)s3)CC2=O)c1 (configuration not stated)	-1%
29	CC1(C)Cc2ccccc2C(N/N=C/c2ccc([N+](=O)[O-])cc2)=N1	?
30	Nc1c2c(nc3c1CCC3)CCCC2	?
31	O=C1CCc2ccccc2N1	8%[57.5 µM]
32	C/C(=N\Nc1nc(N2CCCCC2)nc(N2CCOCC2)n1)c1ccccc1O	12%
33	O=C(O)C(NS(=O)(=O)c1cccc2nsnc12)c1ccccc1 (configuration not stated)	-2%[57.5 µM]
34	O=C(NCc1csc2ccc(Cl)cc12)Nc1cccc2ccccc12	4%[57.5 µM]
35	Cc1ccc(N=Nc2c(O)ccc3n[nH]nc23)cc1	5%[57.5 µM]
36	O=S(=O)(NC1CCCCC1Sc1ncccn1)c1ccccc1 (configuration not stated)	10%

Arranged by the number under ERK EGF inh (descending): 3 from the list above
No.	structure	ERK EGF inh
32	C/C(=N\Nc1nc(N2CCCCC2)nc(N2CCOCC2)n1)c1ccccc1O	12%
27	Cc1cc(C(=O)CSc2nncn2C)c(C)n1-c1ccccc1	4%
28	COc1cccc(N2CC(C(=O)Nc3nnc(SCC(=O)Nc4cc(C)on4)s3)CC2=O)c1 (configuration not stated)	-1%

(cont.)
No.	structure	ERK EGF inh
37	O=S(=O)(NCc1ccco1)c1cnc(Cl)c(Cl)c1	-5%[57.5 µM]
38	Cc1ccc(Nc2nc(-c3cccs3)cs2)nc1	-5%
39	COc1cc(C(=S)N2CCOCC2)ccc1OC(=O)c1cc([N+](=O)[O-])cc([N+](=O)[O-])c1	5%
40	C/C(=N\NC(=O)CCCNc1ccc(C)cc1)c1ccccn1	-1%
41	COc1ccc(C2(CNS(=O)(=O)c3ccc(C)cc3)CCOCC2)cc1	-5%[57.5 µM]
42	O=[N+]([O-])c1ccc(OCCOCCOc2ccc([N+](=O)[O-])cc2)cc1	-9%[57.5 µM]
43	CCOC(=O)c1c(Nc2ccccc2OCCOC)n[nH]c1C	12%[57.5 µM]
44	Cc1ccc(/C=N/N2CCN(c3ccccc3)CC2)cc1	0%
45	CC1(C)CC(=NOC(=O)c2ccccc2)CC(C)(C)N1O	-4%
46	O=C(NCCCn1ccnc1)C(=O)NCC1OCCN1S(=O)(=O)c1ccc(F)cc1 (configuration not stated)	3%
47	O=C(CNC(=S)N(CCCN1CCOCC1)Cc1cccs1)N1CCCC1	-5%
48	Cc1ccc(S(=O)(=O)CCSc2n[nH]c(=O)n2-c2ccc3c(c2)OCCO3)cc1	-17%[57.5 µM]

Ordered by heavy-atom count (low to high): 4 of the compounds above.
No.	structure	ERK EGF inh
44	Cc1ccc(/C=N/N2CCN(c3ccccc3)CC2)cc1	0%
40	C/C(=N\NC(=O)CCCNc1ccc(C)cc1)c1ccccn1	-1%
42	O=[N+]([O-])c1ccc(OCCOCCOc2ccc([N+](=O)[O-])cc2)cc1	-9%[57.5 µM]
47	O=C(CNC(=S)N(CCCN1CCOCC1)Cc1cccs1)N1CCCC1	-5%

New compounds follow.
No.	structure	ERK EGF inh
49	O=c1sc2ccccc2c(N2CCCC2)c1[N+](=O)[O-]	8%
50	O=C(N/N=C/c1ccc(N2CCOCC2)o1)c1cccc([N+](=O)[O-])c1	-14%
51	CCOc1ccccc1N(CC)C(=O)Cn1ncc2c(=O)oc3ccccc3c21	10%
52	O=C(Nc1ccc(Cl)cc1)Nc1nnc(CSCc2ccccc2)s1	-8%
53	COc1ccc2cc3[n+](cc2c1OC)CCc1cc2c(cc1-3)OCO2	10%
54	Cn1c(Oc2ccc(F)cc2)c(C=O)c2ccccc21	-2%
55	O=Cc1c(OCc2ccccc2)ccc2ccccc12	-5%
56	COc1c2ccoc2nc2c(OC)c(OC[C@H](O)C(C)(C)O)ccc12	-4%[25.7 µM]
57	O=C(Nc1ccc(S(=O)(=O)N2CCCCC2c2cccnc2)cc1)c1c(F)cccc1F (configuration not stated)	?
58	Cc1ccc(NC(=O)c2c([N+](=O)[O-])c(C(C)(C)C)nn2C)c(C)c1	7%
59	Cc1cc(CNC(=O)CC2C(=O)NCCN2CC(C)(C)C)nn1C (configuration not stated)	-1%[57.5 µM]
60	CCS(=O)(=O)n1nc(-c2cccnc2)nc1NCc1ccc(F)cc1	-9%
61	Nc1nnc(CC(=O)N/N=C/c2ccc(-c3cccc(C(=O)O)c3)o2)s1	0%[57.5 µM]
62	COc1ccc(-c2[nH]ncc2CNC(C)CCn2cccn2)cc1F (configuration not stated)	-11%
63	CCn1cc(NC(=O)Nc2ccc(OC)c(OC)c2)c(C(N)=O)n1	10%
64	Cc1nnc2sc(SCc3ccccc3)nn2c1=O	3%
65	CCNC(=S)N1CCN(C(=O)C(Cc2ccccc2)NC(C)=O)CC1 (configuration not stated)	1%
66	COC(=O)CNC(c1ccccc1)c1cc(Cl)ccc1NC(=O)c1cccc(Cl)c1 (configuration not stated)	-1%
67	c1ccc(-c2csc(Nc3ncccn3)n2)cc1	-1%
68	COC(=O)C1CCN(CC(=O)Nc2cc(Cl)ccc2OC)CC1	-8%[57.5 µM]
69	CC1(C)CC(=O)c2c(oc3cc4c(cc23)OCO4)C1	3%
70	Cc1nc(C(=O)NNC(=O)Nc2ccc(Cl)cc2)cs1	-9%[57.5 µM]
71	NC(=O)c1ccc(N2CCN(c3ccccc3O)CC2)c([N+](=O)[O-])c1	5%
72	COc1ccc2c(c1)OC/C(=C/c1ccc(OC)c(OC)c1)C2=O	?
73	N#Cc1ccc(CSc2nnc3[nH]c(=O)cc(N)n23)cc1	4%
74	Cc1sc2nc(COC(=O)C(NC(=O)c3ccc(Cl)cc3Cl)C(C)C)[nH]c(=O)c2c1C (configuration not stated)	4%
75	COc1cc(OC)cc(C(=O)Nc2nnc(-c3cccnc3)o2)c1	-3%
76	CCN1C(=O)N(CC)C2C1N(C(C)=O)C(=O)N2C(C)=O (configuration not stated)	-3%
77	COc1ccc(OC)c(C2=NOC(C(=O)NCc3cccs3)C2)c1 (configuration not stated)	5%
78	Cc1ccc(NC(=O)CN2CCN(CCN=CC3=C(O)CC(c4ccc(C)cc4)CC3=O)CC2)cc1 (configuration not stated)	6%
79	CC(=O)Nc1ccc(N(C(=O)CNC(=O)c2ccco2)C(C(=O)NCc2ccco2)c2ccccc2)cc1 (configuration not stated)	3%[57.5 µM]
80	COc1ccccc1C(=O)n1nc(-c2cccnc2)nc1NCc1ccccc1	3%
81	COc1cc(NC(=O)c2onc(C)c2Cl)c(OC)cc1Cl	2%
82	Cc1cc(C(=O)Nc2ccc3c(c2)OCCO3)c2ccccc2n1	-3%
83	COc1ccc2c(CC(=O)Nc3cccc(S(=O)(=O)N4CCOCC4)c3)coc2c1	9%
84	COCCn1c(C)cc(C(=O)CSc2nc3ccccc3c(=O)n2C(C)COC)c1C (configuration not stated)	3%

Look-ups from the list:
#75 – ERK EGF inh = -3%
#82 – ERK EGF inh = -3%
#79 – ERK EGF inh = 3%[57.5 µM]

Going on with the list.
No.	structure	ERK EGF inh
85	Cc1cccc(Oc2cc([N+](=O)[O-])cc3c2C(=O)Nc2ccccc2O3)c1	-8%
86	Cc1ccc(CSc2nnc(-c3ccncc3)o2)c(C)c1	5%
87	NNC(=O)COc1ccc(F)cc1	1%
88	CC(=O)NN1C(=O)c2ccccc2NC1c1ccccn1 (configuration not stated)	2%
89	Cc1cc([N+](=O)[O-])ccc1NC(=O)c1cccc(NC(=O)C(C)C)c1	2%
90	CC(/C=C1\SC(=S)N(c2ccc(C(=O)O)cc2)C1=O)=C\c1ccccc1	-2%[57.5 µM]
91	Cc1ccc(NC(=O)COC(=O)C2COc3ccccc3O2)cc1S(=O)(=O)N1CCOCC1 (configuration not stated)	2%
92	O=c1[nH]cnc2nc[nH]c12	23%
93	Cn1nc([N+](=O)[O-])nc1Sc1nnnn1-c1ccc(C(=O)O)cc1	-2%
94	CCOc1c(OC(C)=O)ccc(/C=C/c2ccc3cccc(OC)c3n2)c1[N+](=O)[O-]	-4%
95	Cn1c(=NC(=O)c2ccccc2[N+](=O)[O-])sc2cc(S(C)(=O)=O)ccc21	3%
96	CN(C)/N=C/C=C1\CCC/C(=C\c2ccc(F)c(F)c2)C1=O	-10%
97	COCCNC(=S)Nc1ccccc1[N+](=O)[O-]	-5%
98	COc1ccc(Cl)cc1N(CC(=O)N(C)C)S(=O)(=O)c1ccc(C)c([N+](=O)[O-])c1	-8%
99	CCCNC(=S)N1CCN(C)CC1	-1%
100	Cc1ccc(S(=O)(=O)NC(C(=O)N2CCOCCOCCOCC2)c2ccccc2)cc1 (configuration not stated)	-2%
101	C[C@@H]1C[C@@H]2[C@H]3CCC4=CC(=O)C=C[C@]4(C)[C@]3(F)[C@@H](O)C[C@@]2(C)[C@@]1(O)C(=O)CO	-4%
102	O=C(Nc1ccccc1N1CCCC1)c1cccnc1Cl	5%
103	CCCn1c(-c2ccc(F)cc2)nc2c(NC3CCN(Cc4ccccc4)C3)nc(C)nc21 (configuration not stated)	0%
104	CCN(CC)S(=O)(=O)c1ccc(N2CCOCC2)c(NC(=S)NC(=O)c2ccco2)c1	-2%[57.5 µM]
105	COc1ccc(CNC(=O)COC(=O)c2ccc(OCc3c(C)noc3C)cc2)cc1OC	2%
106	CC(=O)c1cccc(NC(=O)C2CCN(S(=O)(=O)c3ccc(C)cc3)CC2)c1	-15%
107	Cc1cccc(C)c1OCC(C)N (configuration not stated)	4%
108	O=C(C1CCCN1S(=O)(=O)c1cccc2cccnc12)N1CCn2c1nc1ccccc12 (configuration not stated)	2%
109	CCNS(=O)(=O)c1ccc(CCC(=O)Nc2ccc(C(=O)OC)cc2)cc1	7%
110	COc1cc(NC(=S)N2CCOCC2)c(OC)cc1Cl	2%[57.5 µM]
111	COC(=O)C1CCN(C(=O)Cc2ccccc2OC)CC1	-9%
112	Cc1sc2ncnc(N3CCC(C(=O)Oc4cccc(Cl)c4Cl)CC3)c2c1C	-5%
113	Cc1sc2nc(N3CCOCC3)[nH]c(=O)c2c1-c1ccccc1	-6%
114	CCCCn1c(SCc2nc3ccccc3s2)nc2ccccc2c1=O	9%
115	CCc1cccc(CC)c1NC(=O)c1ccc(-n2cncn2)nc1	-8%
116	CCOC(=O)CSc1nnc(CNC(=O)c2ccc(S(=O)(=O)N(C)C)cc2)n1C	-7%
117	O=S1(=O)N=C2CCCCCN2C(c2ccc(Cl)cc2)N1 (configuration not stated)	?
118	Cn1c(=O)c2c(c3ccccc31)OC(C)(C)CC2	4%
119	COc1ccc(/C=C/C(=O)OCC(=O)Nc2ccc(C)cc2)cc1S(=O)(=O)N1CCOCC1	-6%
120	COc1ccc(NS(=O)(=O)c2ccc(N3CCOCC3)c(NC(=O)C(C)C)c2)cc1	14%
121	Cc1cc(C)c2c(N)c(-c3nnc(SCc4ccc(Cl)cc4)n3C)sc2n1	3%[57.5 µM]
